WRN inhibitor: qHTS for Inhibitors of WRN Helicase | hit rate 0.46% among 360,000 | Potency, µM (series often up to 114 µM), inactives show at the top dose activity change, negative = inhibition, hits mostly inhibitors | WRN helicase unwinding, fluorescent forked duplex, kinetic; further: potency means the concentration at half of the fitted maximal effect; on the % scale 0 is the no-effect control and ±100 the full control effect; nearly all actives have a fitted effect of over 55% in size
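Enzyme (20 nM final) and test compound sit together 15 min at room temperature before substrate addition. Substrate is a single-forked duplex oligonucleotide (100 nM) labelled with fluorophore and quencher, with 2 mM ATP; helicase unwinding raises red fluorescence, read kinetically.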
PI5P4K alpha inh: qHTS for Inhibitors of phosphatidylinositol 5-phosphate 4-kinase (PI5P4K); hit rate 1.2% among 330,000; Phosphatidylinositol 5-phosphate 4-kinase type-2 alpha (Homo sapiens), P48426; PI5P4Kalpha enzyme, ADP-Glo luminescence, 60 min; stronger effect = lower value; max response, %; active means max response of -50% or lower; inconclusive means between -30% and -50%; inactive means -30% or higher; further: value at the top dose of about 77 µM; on the % scale 0 is the no-effect control and ±100 the full control effect
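Controls without substrate or without enzyme flank wells where PI5P4Kalpha converts substrate using 5 microM ATP (final). Incubation lasts 60 minutes at room temperature; ADP formed is read by ADP-Glo luminescence.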
PLK1 PBD block: qHTS for Inhibitors of PLK1-PDB (polo-like kinase 1 - polo-box domain): Primary Screen. Serine/threonine-protein kinase PLK1 (Homo sapiens), P53350. Potency, µM, for inactives: max response, negative = inhibition, actives largely listed as inhibitors. hit rate 2.8% among 360,000. Plk1 PBD binding of FITC phosphopeptide, fluorescence polarization; further: potency means the concentration at half of the fitted maximal effect; series mostly up to about 57 µM; on the % scale 0 is the no-effect control and ±100 the full control effect; nearly all actives have a fitted effect of over 65% in size
EPAC1 antagonist: qHTS for Antagonist of cAMP-regulated guanine nucleotide exchange factor 3 (EPAC1): primary screen; Rap guanine nucleotide exchange factor 3 (Homo sapiens), O95398; EPAC1 GEF assay, Rap1b-BODIPY-GDP exchange fluorescence; Potency, µM (titrated, usually from 115 µM), inactives show at the highest dose activity change, negative = inhibition, actives largely listed as inhibitors; hit rate 0.14% among 360,000; AID 720709, 2013;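 further: potency means the concentration at half of the fitted maximal effect; plate controls were vehicle for no effect and positive control for full effect; nearly all actives have a fitted effect of over 50% in size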
Target sequence (O95398 whole entry, looked up): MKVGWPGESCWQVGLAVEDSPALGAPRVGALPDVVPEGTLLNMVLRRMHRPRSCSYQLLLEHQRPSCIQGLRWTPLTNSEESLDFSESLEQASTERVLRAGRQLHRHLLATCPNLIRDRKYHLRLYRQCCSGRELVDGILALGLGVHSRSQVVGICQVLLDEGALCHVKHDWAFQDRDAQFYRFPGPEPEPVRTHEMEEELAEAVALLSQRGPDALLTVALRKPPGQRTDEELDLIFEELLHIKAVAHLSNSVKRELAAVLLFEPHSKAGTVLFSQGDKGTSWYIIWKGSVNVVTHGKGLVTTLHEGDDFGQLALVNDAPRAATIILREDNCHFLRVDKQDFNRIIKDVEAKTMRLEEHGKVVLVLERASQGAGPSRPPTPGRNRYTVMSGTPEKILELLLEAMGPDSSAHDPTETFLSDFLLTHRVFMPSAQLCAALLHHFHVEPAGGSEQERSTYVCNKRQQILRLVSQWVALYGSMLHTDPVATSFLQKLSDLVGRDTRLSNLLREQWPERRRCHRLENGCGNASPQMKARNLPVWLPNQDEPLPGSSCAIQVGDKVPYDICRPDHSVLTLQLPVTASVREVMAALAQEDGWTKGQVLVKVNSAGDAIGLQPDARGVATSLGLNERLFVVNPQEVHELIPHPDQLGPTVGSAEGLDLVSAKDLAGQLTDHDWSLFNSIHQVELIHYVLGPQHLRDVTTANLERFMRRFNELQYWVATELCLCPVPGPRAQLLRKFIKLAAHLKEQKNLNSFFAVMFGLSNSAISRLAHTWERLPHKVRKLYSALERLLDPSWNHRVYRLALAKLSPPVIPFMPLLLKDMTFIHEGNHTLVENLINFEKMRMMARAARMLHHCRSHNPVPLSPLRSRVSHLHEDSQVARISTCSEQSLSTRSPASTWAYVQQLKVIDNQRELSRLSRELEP
IL2 activator: qHTS of IL-2 Activators; IL-2 activation reporter assay, cell-based qHTS; stimulated with anti-CD3/CD4/CD28 beads; in transgenic mouse T cells; activation, % (series mostly up to about 46 µM); hit rate 0.065% among 360,000; AID 652025, 2013; in the data active means activation above about 50%; inconclusive means mostly about 30% to 49%; further: 0% is about no effect
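EGFP and DsRed fluorescence is measured by plate cytometry in unstimulated transgenic mouse T cells exposed to compound for 60 minutes, then stimulated 18 hours at 37 degrees C with anti-CD3/anti-CD4 beads plus anti-CD28.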
EPAC1 agonist: qHTS for Agonist of cAMP-regulated guanine nucleotide exchange factor 3 (EPAC1): primary screen. Rap guanine nucleotide exchange factor 3 (Homo sapiens), O95398. EPAC1 agonist qHTS, biochemical assay; response scale: 100% = response to 6.5 mM cAMP. Potency, µM (titrated, usually from 154 µM), for the others: top-dose activation, usual class: activators. hit rate 0.073% among 360,000. AID 720707, 2013; further: potency means the concentration at half of the fitted maximal effect; nearly all actives have a fitted effect of over 60% in size
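Compounds were pinned as a concentration titration into mixtures of EPAC1 (100 nM), BODIPY-GDP-loaded Rap1B (250 nM) and GDP (50 uM). After 5 min at room temperature, fluorescence was followed for 30 min; activity was scaled to 6.5 mM cAMP.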
CCT modulator: High-Throughput Screening for Modulators of Cytosolic Chaperonin Activity | purified chaperonin ATPase assay, HTRF ADP detection, 30 min | activity change, % (no concentration beside the values), hits read low | hit rate 0.3% among 360,000 | AID 651819, 2012; in the data active means activity change below about -30%; further: on the % scale 0 is the no-effect control and ±100 the full control effect
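Enzyme 40 or 20 nM (batch-dependent) in Tris pH 7.4/KCl/MgCl2/DTT; cpd 76 uM single point; ATP 10 uM; 30 min 37 °C; Transcreener ADP HTRF detection, 30 min RT; ratio 665/615.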
EPAC2 ag: qHTS for Agonist of cAMP-regulated guanine nucleotide exchange factor 4 (EPAC2): primary screen | Rap guanine nucleotide exchange factor 4 (Homo sapiens), Q8WZA2 | EPAC2 activation, biochemical qHTS; response scale: 100% = 6.5 mM cAMP response | Potency, µM (doses to about 154 µM), for the others: at the top dose activation, usual class: activators | hit rate 0.079% among 360,000; further: potency means the concentration at half of the fitted maximal effect; nearly all actives have a fitted effect of over 50% in size
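Compounds were added across a concentration range to EPAC2 (100 nM), RAP1B-BODIPY-GDP (250 nM) and GDP (50 uM). After 5 min at room temperature, fluorescence was recorded at 5-min intervals for 30 min.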
An asterisk follows results filed as active; [ ] = remark or other dose. Unless noted, the call rests on the fitted dose curve; in most records, active means well fitted curve in the direction sought with a large enough effect; inconclusive means small, poorly fitted or top-dose-only effect, or another doubt; inactive means no such curve, though single readings can be large; an effect the other way counts as inactive or inconclusive. Some of the compounds tested. The share of hits here may be higher or lower than overall.

O=C(Nc1ccccc1OC(F)F)c1ccccc1 was read as WRN inhibitor -9%, PLK1 PBD block -5%, EPAC1 antagonist -6%, IL2 activator -1.8, EPAC1 agonist 4%, CCT modulator -0.9 and EPAC2 ag 6%.
Screening CCCS(=O)(=O)NC(=O)C1(C)CCCN(C(=O)c2nc3ccccc3s2)C1 (stereo not drawn) returned WRN inhibitor 3%, PI5P4K alpha inh -2, PLK1 PBD block 4%, EPAC1 antagonist -10%, IL2 activator 0.6, EPAC1 agonist 2%, CCT modulator 0.0 and EPAC2 ag -3%.
Screening Cc1cccc(C)c1NC(=S)/C(=C(\[O-])c1cccs1)[n+]1ccccc1 returned WRN inhibitor 3%, PI5P4K alpha inh -10, PLK1 PBD block -14%, EPAC1 antagonist 5%, IL2 activator 7.0, EPAC1 agonist -4%, CCT modulator -3.5 and EPAC2 ag 9%.
`O=[N+]([O-])c1ccc(N2CCc3ccccc3C2)cc1` gave WRN inhibitor -6%, PI5P4K alpha inh 1, PLK1 PBD block -6%, EPAC1 antagonist 3%, IL2 activator 0.6, EPAC1 agonist 2%, CCT modulator -1.7 and EPAC2 ag 2%.
C[C@H](CO)N1C[C@H](C)[C@@H](CN(C)S(=O)(=O)c2ccccc2)Oc2ccc(NC(=O)CCN3CCOCC3)cc2C1=O was read as WRN inhibitor -14%, PI5P4K alpha inh 7, PLK1 PBD block -18%, EPAC1 antagonist -29%, IL2 activator -1.7, EPAC1 agonist 4%, CCT modulator -1.1 and EPAC2 ag 4%.
Screening COc1ccc2[nH]c(C(=O)N3CCC(CO)(Cc4cccc(C(F)(F)F)c4)CC3)c(C)c2c1 returned WRN inhibitor -2%, PI5P4K alpha inh 19, PLK1 PBD block 4%, EPAC1 antagonist -15%, IL2 activator 0.1, EPAC1 agonist -2%, CCT modulator -0.4 and EPAC2 ag -3%.
Screening O=C(CSc1nc2c(sc3ccccc32)c(=O)n1CCc1ccccc1)NCc1ccco1 returned WRN inhibitor -10%, PI5P4K alpha inh -9, PLK1 PBD block -1%, EPAC1 antagonist -1%, IL2 activator -2.5, EPAC1 agonist 3%, CCT modulator -3.5 and EPAC2 ag -2%.
`C[C@H]1CN=C(N(C)C)N1CC1CCCC1` gave WRN inhibitor -6%, PI5P4K alpha inh -9, PLK1 PBD block -19%, EPAC1 antagonist -14%, IL2 activator 0.1, EPAC1 agonist -13%, CCT modulator -1.6 and EPAC2 ag 4%.
Screening COc1cc(C(=O)NCCOc2cccc3cccnc23)cc(OC)c1OC returned WRN inhibitor -4%, PI5P4K alpha inh 6, PLK1 PBD block -1%, EPAC1 antagonist 1%, IL2 activator -2.5, EPAC1 agonist -2%, CCT modulator 0.5 and EPAC2 ag -2%.
`O=C(c1ccc2c(c1)N(Cc1ccc(F)cc1)C(=O)c1ccccc1S2(=O)=O)N1CCN(c2ccccn2)CC1` gave WRN inhibitor -6%, PI5P4K alpha inh 0, PLK1 PBD block 0%, EPAC1 antagonist 6%, IL2 activator -5.2, EPAC1 agonist -3%, CCT modulator 1.3 and EPAC2 ag 1%.
`O=C(Nc1ccccc1)N1CCN2C(=O)c3ccccc3C12c1ccccc1` (stereo not drawn) gave WRN inhibitor -5%, PI5P4K alpha inh -3, PLK1 PBD block -8%, EPAC1 antagonist 11%, IL2 activator -1.6, EPAC1 agonist 19%, CCT modulator -0.5 and EPAC2 ag 8%.
Screening Cc1cccc(N2CCN(c3nnnn3-c3ccccc3)CC2C)c1 (stereo not drawn) returned WRN inhibitor 0%, PI5P4K alpha inh -3, PLK1 PBD block -5%, EPAC1 antagonist -11%, IL2 activator -2.1, EPAC1 agonist 7%, CCT modulator -1.4 and EPAC2 ag 3%.
CCC(CC)C(=O)Nc1ccc(Nc2ccccc2)cc1 was read as WRN inhibitor -2%, PI5P4K alpha inh 0, PLK1 PBD block -3%, EPAC1 antagonist -8%, IL2 activator 0.3, EPAC1 agonist -10%, CCT modulator 1.2 and EPAC2 ag -1%.
For O=c1c2ccccc2nc(-c2ccccc2)n1Cc1ccc(Cl)cc1 the results were WRN inhibitor -7%, PI5P4K alpha inh 7, PLK1 PBD block 2%, EPAC1 antagonist -6%, IL2 activator -1.4, EPAC1 agonist 8%, CCT modulator 0.9 and EPAC2 ag 22%.
`COC(=O)C1CCN(C(=O)C2CCC(=O)N(CCc3cccc(F)c3)C2)CC1` (stereo not drawn) gave WRN inhibitor 0%, PI5P4K alpha inh -1, PLK1 PBD block -3%, EPAC1 antagonist 11%, IL2 activator -2.4, EPAC1 agonist 13%, CCT modulator -1.2 and EPAC2 ag 7%.
For CNc1cc(-c2cc(OC)ccc2OC)ncn1 the results were WRN inhibitor 5%, PI5P4K alpha inh -11, PLK1 PBD block -2%, EPAC1 antagonist 2%, IL2 activator -0.3, EPAC1 agonist 4%, CCT modulator -0.5 and EPAC2 ag 6%.
`CC(C)(C)C(=O)Nc1ccc(N2CCN(C(=O)c3cccs3)CC2)cc1` gave WRN inhibitor 16%, PI5P4K alpha inh -7, PLK1 PBD block -1%, EPAC1 antagonist -1%, IL2 activator -1.4, EPAC1 agonist -6%, CCT modulator 0.4 and EPAC2 ag 4%.
COC1CCCN(Cc2cn(C)nc2-c2ccc(Oc3ccccc3)cc2)C1 (stereo not drawn) was read as WRN inhibitor 0%[57.1 µM], PI5P4K alpha inh 2, PLK1 PBD block -10%, EPAC1 antagonist inconclusive, IL2 activator -0.1, EPAC1 agonist 2%, CCT modulator -1.8 and EPAC2 ag 7%.
`COc1ccc(-c2cc(C(F)(F)F)nc(-n3cncn3)n2)cc1` gave WRN inhibitor -3%, PI5P4K alpha inh 4, PLK1 PBD block -9%, EPAC1 antagonist -1%, IL2 activator -1.5, EPAC1 agonist -11%, CCT modulator -4.7 and EPAC2 ag 9%.
Cc1ccc2c(CN3CCCCC3C)cc(=O)oc2c1C (stereo not drawn) was read as WRN inhibitor 6%, PI5P4K alpha inh -1, PLK1 PBD block -16%, EPAC1 antagonist 1%, IL2 activator -0.5, EPAC1 agonist 9%, CCT modulator -0.1 and EPAC2 ag 22%.
`Cc1nc2ccccc2n1CC(=O)OCC(=O)N1CCC(C)CC1` gave WRN inhibitor -17%, PI5P4K alpha inh 6, PLK1 PBD block 6%, EPAC1 antagonist -1%, IL2 activator -3.2, EPAC1 agonist -1%, CCT modulator -5.1 and EPAC2 ag -1%.
Screening Nc1nc(N2CCOCC2)cc(=O)[nH]1 returned WRN inhibitor 3%, PI5P4K alpha inh -9, PLK1 PBD block -13%, EPAC1 antagonist -7%, IL2 activator -0.8, EPAC1 agonist 3%, CCT modulator -1.3 and EPAC2 ag 1%.
`Cc1ccc(S(=O)(=O)N2CCOCC2)cc1NC(=O)COC(=O)c1ccc2c(c1)OCO2` gave WRN inhibitor 9%, PI5P4K alpha inh -2, PLK1 PBD block -4%, EPAC1 antagonist -14%, IL2 activator -0.2, EPAC1 agonist 5%, CCT modulator -0.6 and EPAC2 ag 4%.
For O=C(NCCCN1CCN(CCCNC(=O)c2ccccc2F)CC1)c1ccccc1F the results were WRN inhibitor -8%, PI5P4K alpha inh -2, PLK1 PBD block 0%, EPAC1 antagonist 16%, IL2 activator 1.7, EPAC1 agonist 2%, CCT modulator 1.4 and EPAC2 ag -1%.
`COc1ccc(-n2c(SCC(=O)Nc3cccc4ccccc34)nc(O)cc2=O)cc1` gave WRN inhibitor -17%, PI5P4K alpha inh inconclusive, PLK1 PBD block -3%, EPAC1 antagonist inconclusive, IL2 activator 1.1, EPAC1 agonist 3%, CCT modulator 0.7 and EPAC2 ag 16%.
Screening Cc1ccc(N)c(C(O)(C(F)(F)F)C(F)(F)F)c1 returned WRN inhibitor 0%, PI5P4K alpha inh 3, PLK1 PBD block -3%, EPAC1 antagonist -21%, IL2 activator -2.0, EPAC1 agonist -18%, CCT modulator 0.6 and EPAC2 ag -10%.
`COc1ccc(/C=C\C(=O)Oc2cccc(/C=N/NC(=O)Cc3ccc(OC)c(OC)c3)c2)cc1` gave WRN inhibitor -2%, PI5P4K alpha inh 10, PLK1 PBD block -1%, EPAC1 antagonist -21%, IL2 activator -0.5, EPAC1 agonist 6%, CCT modulator 0.7 and EPAC2 ag 8%.
`Cc1[nH][nH]c(=O)c1N=Nc1ccc(S(N)(=O)=O)cc1` gave WRN inhibitor 1%, PI5P4K alpha inh -17, PLK1 PBD block -20%, EPAC1 antagonist -30%, IL2 activator 0.7, EPAC1 agonist 4%, CCT modulator 0.9 and EPAC2 ag -2%.
`CS(=O)(=O)N(CC(=O)N1CCN(c2ccccc2)CC1)c1cc(C(F)(F)F)ccc1Cl` gave WRN inhibitor -17%, PLK1 PBD block 0%, EPAC1 antagonist 21%, IL2 activator -0.7, EPAC1 agonist 3%, CCT modulator 2.3 and EPAC2 ag 9%.
Screening COC(=O)c1ccc(COC(=O)CNC(=O)c2cccc(OC)c2)o1 returned WRN inhibitor -1%, PI5P4K alpha inh 1, PLK1 PBD block -2%, EPAC1 antagonist -8%, IL2 activator 0.5, EPAC1 agonist -18%, CCT modulator -1.0 and EPAC2 ag 5%.
C/C=C(/C)C(=O)O[C@@H]1[C@H](OC(C)=O)c2c(ccc3ccc(=O)oc23)OC1(C)C was read as WRN inhibitor -3%, PI5P4K alpha inh -3, PLK1 PBD block -12%, EPAC1 antagonist -26%, IL2 activator -4.3, EPAC1 agonist 1%, CCT modulator -1.2 and EPAC2 ag 3%.
CCC(C)(C)NC(=O)CSc1nc(Cc2ccccc2)nc2ccccc12 was read as WRN inhibitor -15%, PI5P4K alpha inh 12, PLK1 PBD block -5%, EPAC1 antagonist -11%, IL2 activator -1.6, EPAC1 agonist 6%, CCT modulator 2.9 and EPAC2 ag 6%.

From PubChem BioAssay
